Tat export inh – blocks Tat-dependent protein export in E. coli | E. coli MC4100 TorA-mCherry Tat export, fluorescence | inhibition, % at 10 µM | 340,000 compounds, 0.036% hits;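 active = mean replicate inhibition at least 50% and at least half of replicates individually reaching 50%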;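 also: exported cargo escapes ClpAP degradation while cytoplasmic cargo is degraded and loses fluorescence; 0% = median of neutral control wells and 100% = median of NaSCN control wells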
CDK5 inh – blocks human CDK5/p35 kinase activity; Q00535+Q15078; Recombinant CDK5/p35, ADP-Glo luminescence, 60 min; inhibition, % at 10 µM; 330,000 compounds, 0.01% hits;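 active = highest replicate inhibition of at least 50% and at least 75% of replicates reaching 50%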;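 also: plate controls were DMSO neutral control for no effect and GW8510 at 10 µM for full effect; many of its hits are not listed in these tables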
Target sequence (Q00535 whole entry, looked up): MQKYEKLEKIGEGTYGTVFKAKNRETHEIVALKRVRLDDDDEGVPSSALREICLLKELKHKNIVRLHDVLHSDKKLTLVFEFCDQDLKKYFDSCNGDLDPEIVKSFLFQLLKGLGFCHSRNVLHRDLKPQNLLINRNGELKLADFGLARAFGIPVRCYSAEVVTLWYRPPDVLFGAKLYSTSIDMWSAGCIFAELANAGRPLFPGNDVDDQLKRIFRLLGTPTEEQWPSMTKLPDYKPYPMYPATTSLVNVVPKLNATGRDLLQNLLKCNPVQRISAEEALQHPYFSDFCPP
Target sequence (Q15078 whole entry, looked up): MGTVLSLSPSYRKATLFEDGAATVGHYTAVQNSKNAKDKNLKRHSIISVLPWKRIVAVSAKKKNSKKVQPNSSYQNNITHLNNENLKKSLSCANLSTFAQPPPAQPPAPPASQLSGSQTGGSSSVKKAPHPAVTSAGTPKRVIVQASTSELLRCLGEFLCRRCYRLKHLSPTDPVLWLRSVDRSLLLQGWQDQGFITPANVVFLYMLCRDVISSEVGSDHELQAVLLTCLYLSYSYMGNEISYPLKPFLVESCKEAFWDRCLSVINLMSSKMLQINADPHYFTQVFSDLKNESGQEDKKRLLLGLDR
HTR5A inv ag – inverse agonist of human HTR5A in OPRM1-OPRD1 counter-screen; HTR5A cell line, luminescence, inverse agonism; inhibition, % at 9.3 µM; 340,000 compounds, 0.083% hits; AID 504634; in the data active = inhibition mostly above about 23%, no sharp cut-off; inactive = mostly below about 18%;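 also: 0% = cells with DMSO and 100% = no-cell wells with DMSO; some compounds called inactive have numbers as strong as hits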
Target sequence (P47898 whole entry, looked up): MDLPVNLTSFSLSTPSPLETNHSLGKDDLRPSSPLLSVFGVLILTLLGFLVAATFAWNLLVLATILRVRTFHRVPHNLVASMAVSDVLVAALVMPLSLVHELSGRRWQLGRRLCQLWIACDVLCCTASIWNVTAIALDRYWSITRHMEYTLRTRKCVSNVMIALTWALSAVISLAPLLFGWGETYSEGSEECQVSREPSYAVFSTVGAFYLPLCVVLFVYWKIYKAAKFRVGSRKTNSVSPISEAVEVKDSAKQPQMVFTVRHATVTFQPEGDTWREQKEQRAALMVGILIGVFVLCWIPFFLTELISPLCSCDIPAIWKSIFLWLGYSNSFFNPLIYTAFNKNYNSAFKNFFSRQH
PKA-R1A act – PKA-R1A complex activation | P00514+P68181 | PKA-R1A dissociation, Cy5-IP20 fluorescence polarization; scaled: DMSO 0%, 113 µM cGMP 100% | activation, % at 11.4 µM | 340,000 compounds, 0.083% hits;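 active = percent activation above the mean of all tested compounds plus 3 SD, cut at about 19% in these data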;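 also: higher means more PKAc released from R1A so a rise in polarization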
HTR5A ag – HTR5A agonism, opioid heterodimer counter-screen; 340,000 compounds, 0.61% hits; AID 504692; P47898; activation, % at 9.3 µM; HTR5A agonist assay, luminescence, cell-based; in the data active = activation mostly above about 9.5%, no sharp cut-off; inactive = mostly below about 7.6%;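 also: 0% = cells with vehicle only and 100% = reference agonist; strong numbers were not always called active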
SUMO Mot1 rescue – blocks SUMOylation pathway, rescuing yeast Mot1-301 growth; S. cerevisiae Mot1-301 growth rescue, ATP luminescence, 38.5C; percent above DMSO median, 100 means doubled; growth rescue, % at 18.8 µM; 320,000 compounds, 1% hits; AID 2716;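 active = every valid replicate shows activation above 250% relative to neutral control wells; inactive = the rest, any valid replicate at or below 250%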;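 also: OY570 slx delta 5 strain wells were the positive control but not used for scaling; some compounds called inactive have numbers as strong as hits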
phage Ecoli inh – E. coli growth loss with phage present; growth absorbance; inhibition, % at 11.9 µM; 360,000 compounds, 0.26% hits; AID 651602; in the data active = inhibition above about 11%
PKA-R2B act – PKA-R2B complex activation; PKA-R2B holoenzyme dissociation, Cy5-IP20 fluorescence polarization; R2B truncated from residue 108, S112A mutant; 0% DMSO only, 100% 113 µM cGMP; 340,000 compounds, 0.079% hits; P22694+P31323; activation, % at 11.4 µM; AID 504700;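 active = activation above a cutoff set at the mean over all compounds plus 3 SD, cut at about 18% in these data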;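 also: higher means more holoenzyme dissociation and a rise in polarization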
DAGLB inh – diacylglycerol lipase beta (human) inhibition | 340,000 compounds, 0.059% hits | inhibition, % at 5.17 µM | Q8NCG7 | HEK293T DAGLB membrane lysate, EnzChek fluorogenic substrate; in the data active = inhibition above about 34%;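 also: 0% = enzyme with vehicle and 100% = wells lacking enzyme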
E coli growth – bacterial growth inhibition, counter-screen for AddAB inhibitors; inhibition, % at 11.9 µM; E. coli V3065 growth, OD600 absorbance, 18 h; AID 449728; 330,000 compounds, 0.27% hits;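 active = inhibition above the campaign's mean inhibition across all tested compounds plus 3 SD, cut at about 9.9% in these data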;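 also: uninfected addAB+ strain grown without phage in ampicillin broth; 0% = DMSO wells and 100% = ciprofloxacin 0.95 µg/ml wells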
AddAB inh – less growth of phage-infected E. coli with AddAB. E. coli expressing H. pylori AddAB, absorbance growth. inhibition, % at 11.9 µM. 330,000 compounds, 0.29% hits. AID 435030; in the data active = inhibition above about 12%;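 also: 0% = vehicle wells of infected cells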
Starred values were filed as active, the others as inactive; / = no result given.

1. CCCCCCn1c(SCCCC)nc2c1c(=O)[nH]c(=O)n2C
2. CCOc1cc(C2C3=C(CC(C)(C)CC3=O)Nc3n[nH]c(C)c32)ccc1O (stereo not given)
3. CCN(CC)P(=O)(Nc1ccc(SC(F)F)cc1)c1ccc(N(C)C)cc1NC(=O)c1ccco1 (stereo not given)
4. COc1ccc(-c2cc(-c3ccc(O)cc3)nc(N)c2C#N)cc1OC
5. CC(C)CNC(=O)c1ccccc1Oc1ccccc1
6. CN(C)CC(C)(C)NS(=O)(=O)c1ccc(Cl)cc1

Compound	1	2	3	4	5	6
DAGLB inh	-1	0	0	3	-5	-6
SUMO Mot1 rescue	1	-6	-2	/	-9	59
Tat export inh	4	-2	-6	-4	-7	6
HTR5A inv ag	-7	4	12	2	-1	-7
AddAB inh	1.2	0.2	7.5	-1.2	5.4	2.0
PKA-R1A act	3	9	-6	-7	-11	3
E coli growth	-0.7	0.7	0.8	-0.6	1.6	0.2
CDK5 inh	-3.6	-2.8	-2.7	-1.3	0.4	9.9
HTR5A ag	2	-2	-4	-1	-3	0
PKA-R2B act	-7	-1	7	-10	-2	-1
phage Ecoli inh	2.1	4.3	4.4	4.1	2.4	3.1

7. Cc1cc(C)c(OCCN2CCOCC2)c(Cl)c1
8. COc1cc(OC)cc(C(=O)NCCCN2CCN(CCCNC(=O)c3cc(OC)cc(OC)c3)CC2)c1
9. CCOc1ccccc1/C=C(/NC(=O)c1ccccc1)C(=O)NC(C)c1ccccc1 (stereo not given)
10. Brc1cnc(OCc2ccccc2)nc1OCc1ccccc1
11. O=C(CSc1ncn[nH]1)N1CCN(S(=O)(=O)c2ccc(Cl)cc2)CC1
12. COc1ccc(C(C)(C)C)cc1NC(=O)CNc1cccc2ccccc12

Compound	7	8	9	10	11	12
DAGLB inh	0	1	0	-17	-3	-15
SUMO Mot1 rescue	148	119	15	/	-6	25
Tat export inh	1	4	2	0	10	8
HTR5A inv ag	2	-9	4	-4	12	-4
AddAB inh	-0.8	1.5	2.6	/	0.1	-0.5
PKA-R1A act	5	6	-5	1	6	2
E coli growth	1.0	-0.4	-2.3	/	1.4	-5.2
CDK5 inh	0.0	0.1	2.1	-1.4	1.4	1.1
HTR5A ag	-4	0	-1	1	2	1
PKA-R2B act	-4	-5	-6	0	-5	-7
phage Ecoli inh	2.1	4.0	1.3	1.0	3.5	0.7

13. CC[C@]12C(=O)N(C)C[C@H]([C@@H]3C(=O)N(C)C(=O)[C@@H]31)N2C(=O)c1ccc(Cl)cc1
14. C=CCNC(=S)/C(=C(\[O-])c1ccc(Cl)cc1)[n+]1ccccc1
15. CCCCCCCNC(=O)C1(CC2CC(c3ccc(Cl)cc3)=NO2)CCNCC1 (stereo not given)
16. Cc1ccc(-c2oc3ncnc(N)c3c2-c2ccc(C)cc2)cc1
17. CC1(C)CC(=O)C2=C(C1)OC1=C(C(=O)CC(C)(C)C1)C2c1cc([N+](=O)[O-])cc([N+](=O)[O-])c1O
18. COc1ccc(NC(=O)C(NC(=O)c2ccc(=O)[nH]c2)c2ccc(C)cc2)cc1 (stereo not given)

Compound	13	14	15	16	17	18
DAGLB inh	-2	2	4	-4	17	2
SUMO Mot1 rescue	/	-4	11	1	334	-4
Tat export inh	-24	-3	8	-23	7	2
HTR5A inv ag	-14	16	-48	-40	-6	4
AddAB inh	/	2.6	0.8	1.8	4.1	0.3
PKA-R1A act	4	-3	10	4	0	-10
E coli growth	/	3.6	1.6	1.2	-3.1	-2.1
CDK5 inh	0.7	-0.8	-0.9	-1.4	-0.2	-1.3
HTR5A ag	5	-1	16	3	2	-1
PKA-R2B act	-3	2	2	12	-7	2
phage Ecoli inh	1.4	0.5	2.5	2.2	3.0	4.1

19. O=C(N/N=C/c1cccc(O)c1)N/N=C/c1cccc(O)c1
20. C/C(=N\NC(=O)C(N)=O)c1ccc(NC(=O)c2cccs2)cc1
21. CCC(C)OC(=O)n1ccc(C(=O)Nc2nccs2)n1 (stereo not given)
22. CCOc1ccccc1NC(=S)N1CCN(c2cccc(OC)c2)CC1
23. O=C(O)CNc1ccccc1C(=O)O
24. COc1ccc(OC)c(S(=O)(=O)N(C)CC(=O)Nc2ccc3c(c2)OCO3)c1

Compound	19	20	21	22	23	24
DAGLB inh	-2	/	-1	-11	2	1
SUMO Mot1 rescue	-13	56	2	1	167	4
Tat export inh	-10	-10	1	-5	-15	-10
HTR5A inv ag	23	/	-6	-12	12	-6
AddAB inh	-3.9	0.4	-0.8	4.2	-1.7	0.7
PKA-R1A act	-13	/	2	-9	7	-2
E coli growth	-1.6	-1.1	-1.4	-0.4	-0.2	-2.0
CDK5 inh	-1.3	1.0	2.6	1.0	-0.5	0.5
HTR5A ag	-6	/	2	4	-4	2
PKA-R2B act	-1	/	1	4	-10	-5
phage Ecoli inh	2.3	3.3	2.6	1.3	1.5	2.5

Sorted by value in Tat export inh (high to low): three of the compounds above
item | Compound | Tat export inh
21 | CCC(C)OC(=O)n1ccc(C(=O)Nc2nccs2)n1 (stereo not given) | 1
20 | C/C(=N\NC(=O)C(N)=O)c1ccc(NC(=O)c2cccs2)cc1 | -10
23 | O=C(O)CNc1ccccc1C(=O)O | -15

(next part)
25. CC(C)Sc1nc2ncnc(N)c2[nH]1
26. CCOc1ccc(N2C(=O)CN(c3cccc4ccccc34)C2=S)cc1
27. Cc1ccc(CSCc2ccc(C(=O)NCCC(C)C)o2)cc1
28. Cc1[nH]c(N=Nc2ccccc2)nc1N=Nc1ccccc1
29. CNC(=O)c1cc(C(=O)c2ccc(C(F)(F)F)cc2F)c[nH]1
30. COc1ccc(NC(=O)N(C)C[C@H]2Oc3ccc(NC(=O)Cc4ccccc4)cc3CC(=O)N([C@H](C)CO)C[C@H]2C)cc1

Compound	25	26	27	28	29	30
DAGLB inh	1	-2	-12	20	0	3
SUMO Mot1 rescue	22	-6	1	68	5	-24
Tat export inh	-8	-3	-2	-3	1	-3
HTR5A inv ag	-4	2	-5	8	4	15
AddAB inh	1.6	5.6	1.9	14*	0.9	1.4
PKA-R1A act	3	-10	1	3	-11	-2
E coli growth	-1.5	-2.7	0.2	16*	0.7	-0.3
CDK5 inh	1.6	1.7	1.2	1.9	2.7	0.6
HTR5A ag	1	1	2	-7	-2	2
PKA-R2B act	-1	-11	-6	-3	-7	1
phage Ecoli inh	5.2	3.7	1.1	12*	3.6	2.1

31. CCCCN(C(=O)c1cccc(-n2cccc2)c1)c1c(N)n(CCCC)c(=O)[nH]c1=O
32. Cc1cc(SCC(=O)N/N=C/c2ccc(O)c(O)c2)nc2ccccc12
33. O=c1ccc(-c2ccc(S(=O)(=O)Nc3cccc([N+](=O)[O-])c3)s2)n[nH]1
34. Cc1cccc(OCC(=O)NC(=S)Nc2ccc(S(=O)(=O)NC3CCCCC3)cc2)c1
35. CCN(c1ccc(NC(=O)COC(=O)c2ccc(C)s2)cc1)C(C)C
36. CCN(CC)C(=S)NC(=O)C12CC3CC(CC(C3)C1)C2

Compound	31	32	33	34	35	36
DAGLB inh	2	13	4	-8	-7	-1
SUMO Mot1 rescue	9	12	10	451	/	-17
Tat export inh	12	5	-7	-3	-4	0
HTR5A inv ag	-10	-10	10	0	-17	13
AddAB inh	0.5	4.2	1.7	3.0	3.5	1.0
PKA-R1A act	9	13	6	2	-15	6
E coli growth	0.3	-4.5	-3.5	0.6	-0.2	0.0
CDK5 inh	-3.4	1.8	-0.4	0.2	3.2	-3.3
HTR5A ag	3	4	0	2	6	-1
PKA-R2B act	6	-10	-5	3	4	-3
phage Ecoli inh	1.3	-0.2	0.3	-0.9	2.2	0.8

37. O=C(c1ccc(-c2ccc([N+](=O)[O-])cc2)o1)N1CCN(S(=O)(=O)c2cccs2)CC1
38. Cc1cnc(C(=O)OCC(=O)Nc2ccc(C)c(S(=O)(=O)N(C)C)c2)cn1
39. O=C(NCc1ccc2c(c1)OCO2)c1ccc(CSCc2ccccc2Cl)o1
40. COc1ccccc1CNCC(O)(c1ccc(F)cc1)c1ccc(F)cc1
41. CC(=O)Nc1ccc(N2C(=O)CC(N3CC(C)OC(C)C3)C2=O)cc1 (stereo not given)
42. OCC[C@@H]1C[C@H](O)[C@@H](O)[C@]2(Cc3ccccc3O2)O1

Compound	37	38	39	40	41	42
DAGLB inh	6	-3	-6	-5	2	-2
SUMO Mot1 rescue	10	669*	/	-11	-5	40
Tat export inh	1	7	2	-5	-5	-13
HTR5A inv ag	-5	-2	-13	-3	17	-4
AddAB inh	-0.8	3.9	0.6	1.2	-7.2	4.4
PKA-R1A act	6	2	11	-3	-4	-19
E coli growth	-0.5	4.1	1.1	-1.3	-0.7	0.3
CDK5 inh	-0.3	1.6	-2.0	0.0	3.6	-1.1
HTR5A ag	0	0	3	1	-1	-1
PKA-R2B act	-1	-4	-5	4	-4	-11
phage Ecoli inh	1.2	-0.5	1.5	0.3	4.6	/

43. CCC(C)[C@H]1CNC(=S)N1CCc1cc(C(F)(F)F)cc(C(F)(F)F)c1 (stereo not given in full)
44. Cc1csc(NC(=O)CSc2nnc(-c3ccco3)n2C)n1
45. COc1ccc(S(=O)(=O)N(C)C[C@H]2Oc3c(NC(=O)Nc4ccc(C(F)(F)F)cc4)cccc3C(=O)N([C@H](C)CO)C[C@@H]2C)cc1
46. COc1ccc(-c2[nH]ncc2/C=C(/C#N)C(=O)NC2CCCCC2)cc1

Compound	43	44	45	46
DAGLB inh	-8	-3	-4	-4
SUMO Mot1 rescue	-9	-2	-10	-15
Tat export inh	10	-2	3	9
HTR5A inv ag	-12	-18	-48	13
AddAB inh	3.2	1.4	3.2	2.1
PKA-R1A act	2	-5	-10	9
E coli growth	-0.3	-0.6	0.8	-0.8
CDK5 inh	-2.8	1.0	-1.2	1.6
HTR5A ag	-1	6	7	2
PKA-R2B act	-19	4	-1	3
phage Ecoli inh	2.0	-1.6	/	-1.6
